Myeloid diff MLP – induction of myeloid progenitor differentiation, primary screen, cell-based, flow cytometry, MLPCN library. ER-HoxA9 myeloid progenitors, lysozyme-GFP differentiation. calls only at 10 µM. actives 1% (n = 360,000);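 active = normalized GFP-positive differentiation at or above the plate's own cutoff, the solvent-only control mean plus 3 SD; inconclusive = no clear call, values can overlap the other calls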;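 note: cells exposed to compound for four days before flow analysis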
NTR1 agonist – agonists of NTR1, primary screen, imaging, U2OS cells, beta-arrestin-GFP, high content (AID 493036); NTR1-U2OS beta-arrestin-GFP spot imaging, agonist mode; Neurotensin receptor type 1 (Homo sapiens), P30989; activation, % at 20 µM; actives 0.17% (n = 330,000);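 active = activation at or above 40% of the spot to cytoplasm intensity ratio, with at least 20 cells analyzed; inconclusive = wells under 20 cells, flagged as cytotoxic or low count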;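 note: 0% = DMSO without peptide and 100% = 100 nM NTR1 peptide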
Target sequence (P30989 whole entry, looked up): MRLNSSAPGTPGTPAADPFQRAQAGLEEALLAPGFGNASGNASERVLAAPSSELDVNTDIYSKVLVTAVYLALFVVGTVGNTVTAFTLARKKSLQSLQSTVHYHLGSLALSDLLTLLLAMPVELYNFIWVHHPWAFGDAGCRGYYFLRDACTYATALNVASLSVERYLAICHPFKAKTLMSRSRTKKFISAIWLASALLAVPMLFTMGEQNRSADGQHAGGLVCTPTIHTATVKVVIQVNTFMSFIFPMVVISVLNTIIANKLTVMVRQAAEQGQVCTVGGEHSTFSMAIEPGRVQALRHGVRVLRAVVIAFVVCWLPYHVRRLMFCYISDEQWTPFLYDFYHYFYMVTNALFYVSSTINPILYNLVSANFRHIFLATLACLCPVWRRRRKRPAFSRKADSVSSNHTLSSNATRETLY
SV40 large T antigen – SV40 large T antigen inhibitors, biochemical (AID 1903); SV40 large T antigen ATPase/helicase inhibition assay; higher % means a stronger effect; inhibition, % at 20 µM; hits with a dose series show IC50 in µM; actives 0.39% (n = 310,000); in the data active = a potency from the dose series; inconclusive = inhibition mostly from about 32% at the one dose, without a potency; inactive = the rest, 99 in 100 with inhibition below about 32%; note: strong numbers were not always called active
T cell HTS – modulators of CD8 T cell-vesicle binding, primary screen, mouse 2C CD8+ T cells, flow cytometry; actives 0.068% (n = 330,000); calls only at 7 µM; 2C CD8+ T cell-vesicle binding; stronger effect = lower value;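 active = response, share of CD8 T cells binding vesicles, and their 90th percentile fluorescence all below set limits, cut at about 80% in these data, passing the limit was not always enough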
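Assay system: 2C TCR transgenic mouse naive CD8+ T cells, MACS-purified | Read-out: CD8+ gate FL2 mean fluorescence as % of same-row positive control | Signal: High-throughput flow cytometry with anti-B7-1 and anti-CD8 staining | Timing: Binding step 1.5 h, 37 °C, antibody labelling 20 min, ice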
RSV CPE inhibition – RSV antiviral activity via CPE protection, HEp-2 cells, primary 10 µM value included (AID 2391); HEp-2 cells, RSV-induced CPE inhibition; higher % means a stronger effect; one-dose CPE inhibition, % at 10 µM; IC50 in µM for titrated hits; actives 0.13% (n = 310,000); in the data active = a potency from the dose series; inconclusive = CPE inhibition mostly from about 23% at the one dose, without a potency; inactive = the rest, 99 in 100 with CPE inhibition below about 21%; note: strong numbers were not always called active
TNAP activation fold – human TNAP enzyme activators, primary screen, biochemical, luminescent, no phosphate acceptor, uHTS (AID 1001); actives 0.03% (n = 200,000); activation fold at 20 µM; hits with a dose series show EC50 in µM; Alkaline phosphatase, tissue-nonspecific isozyme (Homo sapiens); purified TNAP, luminescent activation assay, no phosphate acceptor; higher activation fold means a stronger effect; in the data active = activation fold from about 3, or a potency from the dose series; inactive = the rest, 99 in 100 with activation fold below about 1.6; note: many of its hits are not listed in these tables
PhoP inhibition – inhibitors of PhoP regulon expression, primary screen, Salmonella Typhimurium, GFP reporter (AID 1863); inhibition, % at 50 µM, or IC50 in µM where a hit was titrated; actives 0.16% (n = 300,000); S. Typhimurium PhoP-regulated promoter GFP reporter, 4 h; higher % means a stronger effect;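 active = inhibition over 29.93%, a cutoff 3 SD above the screen mean, later confirmed by dose response; inconclusive = inhibition over 29.93% but no dose response follow-up; inactive = inhibition at most 29.93% or unconfirmed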;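 note: 0% = low Mg2+ inducing control and 100% = high Mg2+ repressing control; strong numbers were not always called active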
UTI89 phage lysis – inhibition of K1F phage lysis, E. coli UTI89, bacterial capsule biogenesis inhibitors, alamar blue (AID 488966); E. coli UTI89 K1F phage lysis, alamar blue, 2 h; higher % means a stronger effect; inhibition, % at 100 µM; hits with a dose series show IC50 in µM; actives 0.02% (n = 340,000);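 active = phage lysis inhibition, versus mean bacterial control, above a set limit; inconclusive = no clear call, values can overlap the other calls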;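 note: capsule biogenesis inhibitors block K1F phage lysis so surviving cells raise fluorescence; higher fluorescence means more inhibition of phage lysis; actives were called in the ten point dose series up to 300 µM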
MgcRacGAP inhibition – MgcRacGAP GTPase-activating activity inhibitors, confirmation, biochemical, ADP Hunter fluorescence. AID 624330, 2012. actives 0.6% (n = 340,000). Rac GTPase-activating protein 1 (Homo sapiens). inhibition, % at 30 µM, or IC50 in µM where a hit was titrated. MgcRacGAP-stimulated Rac1 GTP hydrolysis, ADP Hunter fluorescence; higher % means a stronger effect; GST-tagged Rac1 F28L mutant substrate;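 active = first-screen hits whose inhibition reached a set limit at any dose in the follow-up dose series; inconclusive = inhibition above the set first-screen limit but never retested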;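 note: fluorescence reports GDP produced by GAP-driven GTP hydrolysis; strong numbers were not always called active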
T cell HTS vesicle-bound % – further read-out of T cell HTS, marked with its call; double positive events, %; measured here: CD8+ vesicle-bound cell fraction;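 binding gate set so that unloaded-vesicle control wells show 10% double positive cells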
NTR1 agonist cell count 20 µM – further read-out of NTR1 agonist, marked with its call; cell count; measured here: cell count, cytotoxicity flag
Myeloid diff MLP GFP+ MAC1+ % – recorded beside Myeloid diff MLP, whose call it bears; GFP+ MAC1+ double positive, %; measured here: differentiation confirmed by MAC1 staining
The depositor's hits bear a star; i = inactive; ? = inconclusive; nt = not tested or not shown; [ ] = another dose, or the depositor's remark.

SMILES	Myeloid diff MLP	Myeloid diff MLP GFP+ MAC1+ %	NTR1 agonist	NTR1 agonist cell count 20 µM	SV40 large T antigen	T cell HTS	T cell HTS vesicle-bound %	RSV CPE inhibition	TNAP activation fold	PhoP inhibition	UTI89 phage lysis	MgcRacGAP inhibition
O=C(CSc1nnnn1C1CCCCC1)Nc1ccc2c(c1)OCO2	i	7.8	-0.7	43	5%	i	21	-1.6%	1.1	-6%	0.2%	3%
CCOc1ccc(C2/C(=C(/O)c3ccc(OC)cc3)C(=O)C(=O)N2c2cc(C)on2)cc1OC (centres undefined)	i	1.0	-3.1	96	16%	i	53	-0.5%	1.2	-8%	-0.4%	10%
O=C(Nc1cc(C(F)(F)F)ccc1N1CCCC1)C1=COCCO1	i	0.4	-0.6	59	3%	i	42	0.1%	nt	-1%	1.4%[50 µM]	4%
N#Cc1nc(-c2ccco2)oc1N1CCC(Cc2ccccc2)CC1	i	0.5	3.8	85	16%	i	40	12%	1.1	1%	0.3%	6%
O=C(CN1C(=O)CSc2ccccc21)N/N=C/c1ccco1	i	0.6	2.3	48	1%	i	34	nt	nt	2%	-0.2%	4%
CCOP(=O)(OCC)C(C)(C)NC(=O)c1cc([N+](=O)[O-])cc([N+](=O)[O-])c1	i	1.5	0.3	75	5%	i	32	0.4%	1.1	-1%	0.0%	-1%
CC(C)Cc1cc(CNC(=O)C2CCC(=O)N(Cc3cccc(C(F)(F)F)c3)C2)on1 (centres undefined)	i	2.4	0.8	66	19%	i	9	1.7%	nt	0%	0.0%	3%
CCc1noc(C)c1C(=O)Nc1nnc(C2CCCCC2)s1	nt	nt	0.3	38	16%	i	4	0.7%	0.9	-8%	nt	nt
Brc1ccccc1C1CC(c2ccccc2)=Nc2ccccc2N1 (centres undefined)	i	0.4	-0.6	49	15%	i	8	4.9%	0.9	-6%	0.2%[50 µM]	5%
COc1cccc(C2=NN(C(=O)c3ccccc3)C(O)(C(F)(F)F)C2)c1 (centres undefined)	i	0.6	-0.6	90	16%	i	31	20%	1.1	-8%	-1.2%	2%
Cn1c(SCC(=O)NC(=O)NCc2ccco2)nnc1-c1ccccc1	i	1.0	0.8	46	14%	i	22	1.5%	1.1	-2%	0.5%	7%
CCn1cc(C(=O)NCc2ccco2)c(=O)c2cc(F)c(N3CCN(C(=O)c4ccco4)CC3)cc21	i	0.9	-0.8	51	13%	i	58	0.8%	1	6%	-3.8%	7%
O=C(COC(=O)CCc1ccc(S(=O)(=O)N2CCOCC2)cc1)Nc1ccc(Cl)cn1	i	0.8	-0.4	80	8%	i	9	1.0%	1.1	-10%	0.0%	9%
Cc1cccc(NC(=S)NC(=O)c2oc3ccccc3c2C)n1	i	5.8	2.8	49	4%	i	10	0.1%	nt	3%	0.1%	-2%
CC1(C)CC(=O)C=C(C(=O)N2CCCC(C(=O)c3cccc(C(F)(F)F)c3)C2)O1 (centres undefined)	?	nt	5.5	63	-9%	i	61	1.2%	nt	-6%	-0.4%[50 µM]	0%
O=C(NC1CC2CCCC(C1)N2C(=O)Nc1ccc(F)cc1)c1ccccc1 (centres undefined)	i	0.7	0.3	55	-28%	i	38	1.0%	nt	2%	-0.2%	8%
COC(=O)c1sc(NC(=O)CSc2nc3cccnc3n2C2CCCCC2)nc1C	i	0.7	7.3	91	1%	i	56	1.3%	1	-11%	-2.1%	3%
CCN1C(=O)N[C@@H](c2ccco2)C(C(=O)OC)=C1C	i	5.8	-4.9	109	4%	i	48	12%	nt	-4%	-0.9%	0%
CN1CCN(C(=O)CCn2nc(-c3ccccc3)c3ccccc3c2=O)CC1	i	0.6	-0.5	25	-1%	i	52	0.0%	1.1	-5%	0.4%	15%
Cn1c(=O)c2c(O)cc(=O)n(-c3ccccc3)c2n(C)c1=O	i	0.9	-3.4	84	9%	i	35	1.2%	0.9	-2%	1.1%	4%
C=CCn1c(CCc2ccccc2)nnc1SCC(N)=O	i	0.3	-0.2	47	15%	i	62	2.0%	nt	-5%	0.0%	11%
Cc1ccc(C)c(N(C(=O)c2snc(C(N)=O)c2N)C(C(=O)NCC2CCCO2)c2cccs2)c1 (centres undefined)	i	0.4	0.6	41	-5%	i	50	6.2%	1	-9%	-0.3%	8%
O=C(c1cc2ccccc2o1)N1CCCC1	i	0.3	4.5	37	nt	i	23	1.4%	1.1	nt	-0.6%	0%
Cc1oc(-c2cccc(Cl)c2)nc1CN1CCC(C(=O)NCc2ccco2)CC1	i	0.7	-0.4	76	10%	i	60	-0.7%	1.1	-8%	-0.1%	-1%
O=C(NC1CCCC1)c1ccc(S(=O)(=O)N2CCOCC2)cc1	i	0.8	-2.1	77	-7%	i	52	2.2%	1	5%	0.2%	5%

The final 2 entries of the part before are carried over, then new ones follow.
SMILES	Myeloid diff MLP	Myeloid diff MLP GFP+ MAC1+ %	NTR1 agonist	NTR1 agonist cell count 20 µM	SV40 large T antigen	T cell HTS	T cell HTS vesicle-bound %	RSV CPE inhibition	TNAP activation fold	PhoP inhibition	UTI89 phage lysis	MgcRacGAP inhibition
Cc1oc(-c2cccc(Cl)c2)nc1CN1CCC(C(=O)NCc2ccco2)CC1	i	0.7	-0.4	76	10%	i	60	-0.7%	1.1	-8%	-0.1%	-1%
O=C(NC1CCCC1)c1ccc(S(=O)(=O)N2CCOCC2)cc1	i	0.8	-2.1	77	-7%	i	52	2.2%	1	5%	0.2%	5%
COc1ccc(Cl)cc1NC(=O)CN(C)C(C)C(=O)NC(=O)NC1CCCCC1 (centres undefined)	i	0.9	5.6	70	12%	i	25	?	nt	-1%	-0.1%[50 µM]	7%
Nc1nonc1C(=O)N/N=C/c1ccc(-c2cccc([N+](=O)[O-])c2)o1	i	0.6	3.3	71	0%	i	43	5.9%	1.3	-3%	0.1%	10%
CC1CN(CCc2ccccc2)c2nc3c(c(=O)[nH]c(=O)n3C)n2C1 (centres undefined)	i	0.6	2.2	49	5%	i	48	2.3%	1.1	-3%	-0.1%	13%
Cc1ccc2c(c1)N(CC(=O)NCCCN1CCCCC1)C(=O)c1cccnc1O2	i	1.0	5.9	56	nt	i	71	0.6%	nt	nt	2.4%	3%
COc1ccccc1-c1nnc(SCC(=O)NC2CCS(=O)(=O)C2)n1N (centres undefined)	i	0.3	-0.9	48	3%	i	36	2.7%	1.1	1%	0.5%	9%
COc1ccc(N(CC(=O)NC2CCCC2)C(=O)CCC(=O)Nc2cc(C)on2)cc1OC	i	1.5	-0.7	49	-5%	i	47	0.4%	nt	8%	0.1%	1%
Cc1cc(=O)oc2c(C(=O)c3ccccc3)c(OCC(N)=O)ccc12	i	0.7	0.1	47	-3%	i	44	nt	nt	9%	nt	nt
CC(Oc1cccc(Cl)c1)C(=O)N(C)CC(=O)Nc1ccc(N2CCOCC2)cc1 (centres undefined)	i	0.4	-0.5	50	-46%	i	57	4.9%	nt	2%	0.5%[50 µM]	7%
CC(C)Oc1cccc(C(=O)C2CCCN(C(=O)c3cc(C(F)(F)F)[nH]n3)C2)c1 (centres undefined)	i	1.6	3.9	67	3%	i	17	11%	nt	4%	-0.1%	2%
O=C(NC1CCCC1)c1cccc2c1C(=O)c1ccc(N3CCCCC3)cc1S2(=O)=O	i	1.9	0.1	48	nt	i	20	3.8%	nt	nt	-0.1%	11%
Cc1nn(C)c(C(=O)N2CCN(C(=O)c3ccco3)CC2)c1Br	i	0.2	3.3	49	0%	i	17	1.8%	1.1	18%	2.0%[50 µM]	7%
CCOC(=O)CC(=O)CSc1nc2sc(C)cc2c(=O)n1Cc1ccco1	i	3.7	4.9	51	-2%	i	36	11%	1.1	0%	-0.7%[50 µM]	13%
COc1ccc(C(=O)COC(=O)c2ccc3c(c2)OCCO3)c(OC)c1	i	1.4	1.5	52	nt	nt	nt	nt	nt	nt	1.0%[50 µM]	5%
COc1cc2c(cc1OC)CN(CC(=O)Nc1cccc(C)c1)CC2	i	0.4	-0.9	93	5%	i	26	0.6%	1.1	-5%	1.4%	3%
O=C(NCCCNCCCNC(=O)c1ccccn1)c1ccccn1	i	0.5	3.3	46	-4%	i	40	-0.3%	1	6%	3.2%	4%
CC1CCCCN1CCCNC(=O)CN1C(=O)c2cccnc2Oc2ccc(Cl)cc21 (centres undefined)	i	0.6	-0.9	51	8%	i	28	-1.0%	nt	7%	0.2%	12%
O=C(COc1ccccc1Cl)NC(=O)NC1CCCCC1	i	0.4	2.5	48	3%	i	29	1.0%	nt	-3%	0.9%[50 µM]	9%
CC(Oc1ccc2c3c(c(=O)oc2c1)CCCC3)C(=O)NCC(O)c1ccccc1 (centres undefined)	i	7.3	0.5	62	12%	i	33	1.1%	nt	2%	-0.3%	-34%
Cc1ccc(C)c(C(=O)COC(=O)Cn2c(C)csc2=O)c1	i	3.1	-0.9	72	11%	i	11	1.9%	nt	0%	0.1%	6%
CCCCn1c(C)cc(C)c(S(=O)(=O)c2ccccc2C)c1=O	i	0.9	-0.9	98	9%	i	20	9.2%	1.1	1%	0.1%	11%
O=C(O)c1ccc(N2C(=O)c3cccc4cccc(c34)C2=O)cc1	i	0.1	-0.1	53	3%	i	40	1.6%	nt	3%	0.3%	5%
COc1ccc(NC2c3ccccc3C(=O)N2c2ccccn2)cc1 (centres undefined)	i	0.5	0.2	47	21%	i	22	3.7%	nt	1%	1.2%[50 µM]	7%
O=C(CCC1CCN(Cc2ccccc2O)CC1)NC1CC1	i	0.4	-0.5	64	10%	i	48	-0.1%	nt	8%	-0.6%	9%
COc1ccc(CC2S/C(=N/N=C/c3ccc(O)cc3)NC2=O)cc1 (centres undefined)	i	0.2	2.3	43	13%	i	65	-0.7%	1	-3%	-0.5%	1%
CCc1nnc(NC(=O)CSc2nc3c(c(=O)n2C)SC(C)C3)s1 (centres undefined)	i	3.3	2.8	88	5%	i	15	0.0%	1	12%	-0.2%	-2%

Source: PubChem
